TLR9-MyD88 inh = inhibitors of human TLR9-MyD88 binding; inhibition, % at 4.98 µM; CHO BLA complementation TLR9-MyD88, CCF4 FRET ratio; 340,000 compounds, 0.21% hits;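 active = inhibition above the mean over all tested compounds plus 3 SD, cut at about 21% in these data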;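 note: 0% = DMSO only wells and 100% = clavulanate BLA inhibitor control wells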
Target sequence (Q99836 whole entry, looked up): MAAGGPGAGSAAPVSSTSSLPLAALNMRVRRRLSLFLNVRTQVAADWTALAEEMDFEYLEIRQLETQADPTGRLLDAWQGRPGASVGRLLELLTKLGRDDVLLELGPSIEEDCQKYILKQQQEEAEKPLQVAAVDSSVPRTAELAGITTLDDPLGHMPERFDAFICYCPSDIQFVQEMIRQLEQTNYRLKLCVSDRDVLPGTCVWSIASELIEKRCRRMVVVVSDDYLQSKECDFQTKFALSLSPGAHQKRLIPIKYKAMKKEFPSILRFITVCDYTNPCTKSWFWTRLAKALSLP
Target sequence (Q9NR96 whole entry, looked up): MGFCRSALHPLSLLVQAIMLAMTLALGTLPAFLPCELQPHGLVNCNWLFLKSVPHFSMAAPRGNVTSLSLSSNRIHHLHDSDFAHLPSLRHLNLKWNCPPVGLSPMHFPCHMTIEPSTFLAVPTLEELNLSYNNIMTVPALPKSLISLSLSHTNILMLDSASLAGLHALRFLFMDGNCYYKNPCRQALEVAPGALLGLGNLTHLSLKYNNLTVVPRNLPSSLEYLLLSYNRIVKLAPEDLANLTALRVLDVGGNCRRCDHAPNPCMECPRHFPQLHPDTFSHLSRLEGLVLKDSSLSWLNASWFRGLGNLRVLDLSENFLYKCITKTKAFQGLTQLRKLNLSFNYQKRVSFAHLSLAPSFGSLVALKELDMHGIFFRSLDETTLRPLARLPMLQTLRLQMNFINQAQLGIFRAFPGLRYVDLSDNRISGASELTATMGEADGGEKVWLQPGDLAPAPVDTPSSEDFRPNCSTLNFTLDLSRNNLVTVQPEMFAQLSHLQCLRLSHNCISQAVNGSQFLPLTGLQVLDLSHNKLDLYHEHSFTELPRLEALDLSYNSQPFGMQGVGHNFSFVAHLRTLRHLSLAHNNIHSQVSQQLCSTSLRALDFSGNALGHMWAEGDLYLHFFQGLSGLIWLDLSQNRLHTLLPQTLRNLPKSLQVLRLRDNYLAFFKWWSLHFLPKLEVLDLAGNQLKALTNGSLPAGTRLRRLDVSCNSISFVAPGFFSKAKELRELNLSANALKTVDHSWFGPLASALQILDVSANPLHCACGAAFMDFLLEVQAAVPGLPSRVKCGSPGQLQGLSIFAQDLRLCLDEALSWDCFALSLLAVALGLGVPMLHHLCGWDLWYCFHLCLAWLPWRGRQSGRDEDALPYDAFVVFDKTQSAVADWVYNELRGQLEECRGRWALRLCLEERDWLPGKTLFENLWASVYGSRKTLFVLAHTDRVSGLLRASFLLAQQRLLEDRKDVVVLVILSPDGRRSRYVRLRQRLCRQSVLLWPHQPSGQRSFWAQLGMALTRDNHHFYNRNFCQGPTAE
NR5A2 inv ag = NR5A2 inverse agonism in reporter assay. O00482. HEK293T StAR-luciferase reporter, LRH-1 transfected, 24 h. inhibition, % at 3.6 µM. 360,000 compounds, 0.13% hits;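 active = inhibition above the mean inhibition of all tested compounds plus 3 SD, cut at about 73% in these data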;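 note: 0% = DMSO wells and 100% = reporter-only cells lacking LRH-1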
SRC3 inh = inhibitors of human steroid receptor coactivator 3 (SRC3). Q9Y6Q9. HEK293 GAL4-SRC3 luciferase reporter, luminescence. inhibition, % at 3.6 µM. 360,000 compounds, 0.17% hits;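 active = inhibition above a per-campaign cutoff, the mean of all compounds plus 3 SD, cut at about 60% in these data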;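 note: 0% = DMSO-treated cells and 100% = gossypol-treated cells at 36 µM; higher means less SRC3-driven luciferase light from the GAL4 reporter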
NOD2-RIPK2 inh = inhibitors of human NOD2-RIPK2 interaction | CHO BLA complementation NOD2-RIPK2, CCF4 ratio | inhibition, % at 4.98 µM | 360,000 compounds, 0.38% hits | AID 624267; in the data active = inhibition above about 21%;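 note: 0% = vehicle only and 100% = reference blocker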
EBV LMP1 NFkB = inhibitors of Epstein-Barr LMP1-induced NF-kappaB reporter; 350,000 compounds, 0.69% hits; inhibition, % at 12.5 µM; LMP1-induced NF-kappaB luciferase reporter cells, luminescence; AID 504558; in the data active = inhibition above about 41%;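 note: 0% = neutral control wells and 100% = reference inhibitor control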
NCOA2 inhibitor = inhibits human steroid receptor coactivator 2; inhibition, % at 9 µM; 370,000 compounds, 0.17% hits; HEK293 GAL4-SRC2 luciferase reporter, luminescence;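 active = inhibition above the mean inhibition of all tested compounds plus 3 SD, set per campaign, cut at about 52% in these data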;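 note: 0% = DMSO treated cells and 100% = cells given Gossypol at 36 µM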
C8 TRAIL sens = sensitizes caspase-8 expressing cells to TRAIL; 360,000 compounds, 1% hits; NB7+C8 cells + TRAIL, ATPlite viability luminescence; inhibition (viability loss, TRAIL sensitization), % at 10 µM;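 active = compounds causing at least 50% loss of cell viability in the single-dose screen, relative to plate controls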
NR2F2 inh = NR2F2 (human) inhibition, primary screen; inhibition, % at 8.6 µM; P24468; AID 686940; HEK293T NGFI-A luciferase reporter, luminescence; 370,000 compounds, 0.7% hits;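 active = inhibition above a per-plate cutoff, mean inhibition of test wells between control levels plus 3 SD, cut at about 38% in these data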;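 note: cells cotransfected with COUP-TFII expression vector driving the NGFI-A reporter; 0% = median of COUP-TF2 test wells and 100% = reporter-only cells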
NCOA1 inh = inhibits human SRC1 coactivator. HEK293 GAL4-SRC1 luciferase reporter, luminescence. AID 588354. 360,000 compounds, 0.12% hits. Q15788. inhibition, % at 3.6 µM;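 active = inhibition above the campaign mean plus 3 SD, with each screening campaign given its own cutoff, cut at about 60% in these data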;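 note: 0% = DMSO treated cells and 100% = gossypol at 36 µM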
Vif imaging = HIV Vif inhibition | 340,000 compounds, 0.35% hits | inhibition, % at 7.49 µM | HEK293T cells, Vif self-association by quenched fluorescence, imaging, 24 h; in the data active = inhibition above about 50%, passing the limit was not always enough; note: some results filed as inactive read as strong as hits
TROY NFkB inh = blocks TROY-dependent signaling in reporter cells; inhibition, % at 10 µM; Q293 LMP1-TROYcd NF-kB luciferase reporter, 4 h; 360,000 compounds, 0.98% hits; AID 1347056;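 active = compounds whose plate-normalised and pattern-corrected inhibition of the luciferase reporter signal at the single screening dose is 50% or more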
* marks the source's active call; other numbers are inactive results; . = no result given; & = joins results of further samples. An excerpt; count on the stated rates, not on these rows.

SMILES	TLR9-MyD88 inh	NR5A2 inv ag	SRC3 inh	NOD2-RIPK2 inh	EBV LMP1 NFkB	NCOA2 inhibitor	C8 TRAIL sens	NR2F2 inh	NCOA1 inh	Vif imaging	TROY NFkB inh
Cn1c(=O)c2c(ncn2CC(=O)N2CCCCCC2)n(C)c1=O	-4	1	14	5	-2	3	0	17	2	-1	-14
CC(C)CCNC(=O)c1cnn2c(C(F)(F)F)cc(-c3ccco3)nc12	0	6	-5	8	5	-14	-4	-20	-1	0	8
CCCNC(=O)c1ccc2c(c1)nc(C)n2-c1cccc(C)c1	-11	-21	-32	-6	10	12	0	-4	13	-4	-3
Cc1ccccc1[C@@]1(C)ON(c2ccccc2C(F)(F)F)C1=O	3	7	10	-3	0	-14	9	10	1	-4	-14
O=C1C(=O)N(CCO)C(c2ccccc2)/C1=C(\O)c1ccccc1 (stereo not drawn)	-4	-13	7	-8	-3	4	16	-9	1	-8	-28
CCOc1ccc(S(=O)(=O)N(CC(=O)O)c2ccccc2)cc1	0	8	9	-8	-4	-14	-2	17	-2	9	1
Cc1cc(OCc2cc(C(=O)N(C)Cc3ccccn3)no2)cc(C)c1Cl	6	-47	-45	-12	-9	-24	6	-29	-42	-4	-69
COc1cc2c(=O)n(CCCN3CCOCC3)c(=S)[nH]c2c(OC)c1OC	-6	1	-3	-5	-1	-6	2	-5	-5	5	15
CCC(Sc1nc2c(c(=O)n1CC)SC(C)C2)C(=O)OC (stereo not drawn)	0	1	10	-7	6	-6	-3	0	17	9	-1
O=C(OCc1nnc(-c2ccc([N+](=O)[O-])cc2)o1)C1CC(=O)N(CCc2ccccc2)C1 (stereo not drawn)	-6	6	-3	-5	0	-36	-6	22	2	9	-8
O=C(COc1ccccc1)Nc1ccc(S(=O)(=O)NCc2ccco2)cc1	0	-2	-4	-3	-4	-6	1	1	-18	-3	-4
C=C(C)[C@@H]1CC=C(CO)CC1	1	16	14	-12	-5	7	1	-7	2	-2	5
CNC(=O)OC(C)CNS(=O)(=O)c1ccc(C)cc1 (stereo not drawn)	-3	-11	-4	-11	-8	10	6	10	-4	.	16
CCCn1nc(NC(=O)c2cccs2)c2cc3cc(OC)ccc3nc21	2	16	-21	7	-34	-19	21	0	-19	1	-6
Cc1cccc(NC(=O)CC(C)(C)C)c1	4	-22	5	5	-4	10	-6	-32	-26	-1	12
O=C(Nc1ccccc1)c1cc(-n2cnnc2)ccc1Cl	2	19	0	-5	-3	-4	-10	8	-25	.	-3
COC(C[C@H](O)C[C@@H](O)[C@H](C)OCc1ccccc1)OC	-2	-1	-19	-18	7	-12	-9	5	-7	-3	6
O=C(CN1C(=O)S/C(=C\c2ccc(F)cc2)C1=O)NC1C=CS(=O)(=O)C1 (stereo not drawn)	-1	-8	-6	-2	-28	-46	1	-10	-16	3	-19
COc1ccc2sc(-c3ccccc3OC)c(-c3ccc(OCCN(C)C)cc3)c2c1	9	23	13	7	-23	20	28	-28	-9	27	11
CCn1c(O)c2ccc(C(=O)N=NC(=O)c3ccccc3)cc2c1O	-4	6	0	-2	-19	-12	-13	15	-6	-1	-24
CCC(=O)NC1=C(Nc2ccc(N)cc2)C(=O)c2ccccc2C1=O	-6	-103	-102	0	-11	-124	10	-41	-128	-8	33
C[C@H](NC(=O)c1cccc([N+](=O)[O-])c1)C(=O)OCC(=O)c1ccccc1Br	-14	21	17	-4	-2	2	-4	3	4	4	-4
CC(=O)Nc1ccc(NC(=O)CN(C)CC(=O)Nc2ccccc2Br)cc1	0	16	3	-2	5	-40	-37	10	19	6	8
O=C1C(Cl)=C(N2CCCCCC2)C(=O)N1c1ccc(Br)cc1	-1	17	-13	5	-16	-28	-3	-6	7	-4	9
Cc1ccc(N(CC(=O)NCCc2ccc(Cl)cc2)S(=O)(=O)c2c(C)noc2C)cc1	7	-1	13	4	-8	14	21	4	3	5	7
CCN1CCc2c(C#N)c(NCc3ccccc3)nc(NCCO)c2C1	2	-13	-9	-7	-4	-50	3	-4	-41	10	-5
O=C(NCCc1ccccc1)C1Cc2c(-c3ccccc3Oc3ccccc3)ccnc2O1 (stereo not drawn)	.	-22	-5	5	.	16	-5	11	-8	.	25
Cc1onc(-c2ccccc2)c1C(=O)N/N=C/c1ccc([N+](=O)[O-])c(O)c1	7	10	10	-13	4	-3	3	1	-68	-4	-10
S=c1[nH]nc(Cc2sc(-c3ccccc3)nc2-c2ccccc2)o1	-3	-5	-45	0	-4	-4	11	-4	-13	-8	-4
CCOc1ccccc1NC(=O)N1CCc2ccccc2C1	0	18	17	-7	2	-29	10	-10	-3	0	7
COc1ccc(NC(=O)CN(C)C(=O)CCNS(=O)(=O)c2ccc(Br)cc2)cc1	-5	-5	-20	-10	-1	-4	3	8	-1	14	-5
COc1ccc(-c2csc(Nc3ccc(C)cn3)n2)cc1OC	-3	-49	-34	3	11	-8	-7	-7	-22	0	-34
O=C(CN1C(=O)S/C(=C\C=C\c2ccccc2)C1=O)Nc1ccc(C(=O)O)cc1	0	-18	9	-23	2	6	12	7	-1	-3	-23
CC(OC(=O)c1ccccc1Nc1ccc(SC(F)F)cc1)C(N)=O (stereo not drawn)	8	-4	27	8	-3	5	15	5	0	-17	21
O=C(c1ccc(C(=O)N2CCCCCC2)cc1)N1CCCCCC1	2	8	15	2	2	-1	6	-5	-6	0	4
Fc1ccccc1NC(=S)N1CCCCC1	1	-2	10	-7	1	-15	-7	-1	-4	6	-20

Copied from the list:
Value for CCOc1ccccc1NC(=O)N1CCc2ccccc2C1 in NR5A2 inv ag: 18
Value for CCN1CCc2c(C#N)c(NCc3ccccc3)nc(NCCO)c2C1 in TROY NFkB inh: -5

Further results follow:
SMILES	TLR9-MyD88 inh	NR5A2 inv ag	SRC3 inh	NOD2-RIPK2 inh	EBV LMP1 NFkB	NCOA2 inhibitor	C8 TRAIL sens	NR2F2 inh	NCOA1 inh	Vif imaging	TROY NFkB inh
COc1ccc(Nc2nc(NCCCN3CCOCC3)nc(N)c2[N+](=O)[O-])cc1	-2	6	-2	3	-20	-26	-2	8	8	-2	-4
CCOC(=O)CC(=O)CSc1nc(-c2ccccc2)cc(-c2ccccc2)c1C#N	20	8	14	7	11	2	4	7	4	3	4
COc1ccc(Cc2n[nH]c(=S)n(N)c2=O)cc1	2	12	-12	-6	-3	-24	-30	-8	-11	-10	3
CC(C)NC(=O)COC(=O)/C=C/c1ccco1	-2	-5	10	1	-6	4	3	-22	8	9	-7
CC(=O)Nc1ccc(C(=O)NCC(c2ccco2)N(C)C)cc1 (stereo not drawn)	-12	1	-19	4	-6	14	-2	0	8	-9	-10
O=C(CNC(=O)c1ccco1)NCC(=O)OCC(=O)c1ccc(Cl)c([N+](=O)[O-])c1	-3	1	1	12	-5	13	2	-1	-4	9	-7
O=C(COC(=O)CCC(=O)c1cccs1)NCc1cccs1	-4	8	-6	-3	-6	12	-18	-4	-18	.	1
COc1ccc(CC(=O)NNC(=S)NC(=O)c2cc(OC)c(OC)c(OC)c2)cc1	-6	1	-12	-9	18	-1	2	6	-11	10	14
Cn1nc(C(=O)OCc2ccc(F)cc2)c2ccccc2c1=O	12	19	16	-4	8	13	-5	-14	2	-15	14
Cc1cc(C)nc(CCNC(=O)c2cc(COc3ccccc3)on2)n1	-13	-3	-4	-6	9	-11	0	-3	-25	2	-35
Cc1cc(S(=O)(=O)Nc2cccc(Cl)c2)c(C)s1	.	-8	4	-2	7	-13	22	-7	4	5	4
O=C(COC(=O)CSc1cccc2cccc(Cl)c12)Nc1ncc(C(F)(F)F)cc1Cl	-1	-5	-22	-1	0	13	27	-14	6	-2	-1
CC(=O)N1CCC(N(CCN2CCOCC2)C(=S)Nc2ccc(C)c(C)c2)CC1	1	-8	-7	-4	-7	-1	-8	10	0	24	8
NC(=O)N/N=C/c1cccc(C(F)(F)F)c1	-11	0	-2	-3	7	16	-4	-18	9	-9	22
COc1ccc2c(c1)CC(C1(O)C(=O)N(C)c3ccccc31)C2=O (stereo not drawn)	-10	11	-3	-2	0	2	7	-7	0	-3	20
CCOCCSc1n[nH]c(=O)n1CCc1ccccc1	3	11	-5	-12	5	-8	-11	-19	12	7	6
COc1ccc(S(=O)(=O)Nc2ccc3c(c2)COC3=O)cc1OC	2	0	7	-8	1	6	-1	9	0	-20	-31
CC(NC(=O)COC(=O)c1c[nH]c2ccccc12)c1ccccc1 (stereo not drawn)	-2	19	-6	5	-10	-10	-4	-3	-6	-5	14
CCOC(=O)C1=C(C)N(CCO)C(=O)NC1c1ccccc1 (stereo not drawn)	-7	3	17	-5	0	.	-1	.	11	63*	-12
O=C(c1ccc(Cl)c(Cl)c1)N1CCOCC1	3	1	-3	-11	5	-2	-5	-3	6	27	-5
Cc1ccc(S(=O)(=O)NCC(=O)OCC(=O)N(C)C2CCCCC2)cc1	-9	2	-45	-1	-7	9	-2	2	-1	15	-12
CCOc1ccc(C(CC(=O)O)NS(=O)(=O)c2ccc(C)cc2)cc1OC (stereo not drawn)	-3	0	-2	4	-5	-17	8	16	-57	15	0
C/C(=N/NC(=O)CSCc1ccc(Cl)cc1)c1cccc(NC(=O)c2ccccc2)c1	8	4	14	-6	9	-3	10	-5	-2	10	-13
Cc1c(NC(=O)Nc2c(Cl)cccc2Cl)c(=O)n(-c2ccccc2)n1C	-8	-2	-11	-2	5	16	-20	-5	0	-1	-2
O=C(Nc1ccc(F)cc1)N[C@@H]1CC[C@@H](CCn2cc(-c3ccc(F)cc3)nn2)O[C@@H]1CO	.	6	.	-5	.	8	19	-4	.	.	.
Cc1nc(NCCc2ccc(F)cc2)c2nnn(Cc3ccccc3)c2n1	-6	10	7	0	-9	-6	-4	-13	1	2	3
O=C(N/N=C/c1ccc(OCC(=O)N2CCOCC2)cc1)c1ccccc1Cl	1	-7	4	-3	-2	5	-10	12	-24	3	-22
COCCCn1c(C(=O)NC2CCCCC2C)cc2c(=O)n3cccc(C)c3nc21 (stereo not drawn)	1	1	2	-4	-7	-13	9	9	-6	-2	2
CC(C)N1CCC(C)(C(=O)Nc2ccc(Cl)c(Cl)c2)C1 (stereo not drawn)	.	3	8	0	.	-9	10	-7	-1	8	0
O=C(NC1CCCCC1)C(c1ccc(F)cc1)N(CCN1CCOCC1)C(=O)c1ccc(-c2ccccc2)[nH]1 (stereo not drawn)	9	9	11	0	-7	-12	0	8	-2	0	-7
COc1ccc(N2C(=O)C3CCCN3C2c2cccc(OC)c2)cc1 (stereo not drawn)	1	-9	-1	0	1	-8	-8	-9	13	20	-13
COc1ccc(/C=C/C(=O)O)cc1S(=O)(=O)NCc1cccnc1	1	-10	-7	0	8	7	-26	-20	-14	10	9
NC(=O)C1CCN(c2ccc(C(F)(F)F)cc2[N+](=O)[O-])CC1	-5	-10	-8	-10	0	24	8	1	1	7	3
OC(COCC1COc2ccccc2O1)CN1CCN(c2ccccn2)CC1 (stereo not drawn)	-4&5	-15&-24	-5&5	-3&-7	8&11	-14	-4&-8	-13	-3&-2	6&19	-11&-7
Cn1c(=O)c2[nH]c(Cc3cccc(O)c3)nc2n(C)c1=O	-15	-8	-12	-1	-5	-6	11	-1	-39	9	3
